# Screening results: PubChem BioAssay, The Scripps Research Institute Molecular Screening Center
# M4 PAM: potentiates acetylcholine response at human M4 receptor; activation, % at 3 µM; AID 624126; 0.4% of 360,000 active; P08173; CHO-K1 hM4/Gqi5, Fluo-8 calcium fluorescence, ACh EC20; 0% = ACh EC20, 100% = maximal ACh;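 active = activation above its plate's cutoff, the mean activation of sample wells plus 3 SD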; also: some results filed as inactive read as strong as hits
# Target sequence (P08173 whole entry, looked up): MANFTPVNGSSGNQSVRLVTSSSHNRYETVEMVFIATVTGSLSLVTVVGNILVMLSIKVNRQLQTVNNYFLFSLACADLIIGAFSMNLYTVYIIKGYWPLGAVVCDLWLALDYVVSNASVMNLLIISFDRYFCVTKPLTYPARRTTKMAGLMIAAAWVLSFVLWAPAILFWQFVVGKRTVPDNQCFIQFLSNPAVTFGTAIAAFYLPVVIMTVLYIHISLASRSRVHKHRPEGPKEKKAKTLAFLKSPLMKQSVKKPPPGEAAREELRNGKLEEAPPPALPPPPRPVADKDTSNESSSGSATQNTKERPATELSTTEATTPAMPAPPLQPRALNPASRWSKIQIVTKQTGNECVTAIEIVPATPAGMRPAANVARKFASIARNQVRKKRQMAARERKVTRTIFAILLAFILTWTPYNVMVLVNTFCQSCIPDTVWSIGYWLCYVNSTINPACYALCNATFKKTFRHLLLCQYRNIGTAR
# CHO-K1 Ca PAM: counter-screen for M1 PAMs: effect in parental CHO-K1 cells | ATP EC20, Fluo-8 calcium fluorescence; 0% at ATP EC20, 100% at ATP max | 0.02% of 360,000 active | activation, % at 3 µM | AID 602247;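 active = activation above the run cutoff, the mean activation of all test compounds plus 3 SD, cut at about 40% in these data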;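 also: peak over basal fluorescence ratio in a 140 s read after ATP addition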
# M4 antag: blocks acetylcholine activation of human M4 receptor; CHO-hM4 cells, ACh EC80, Fluo-8 calcium fluorescence; inhibition, % at 3 µM; 0.73% of 360,000 active; AID 624125; P08173;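 active = inhibition above its plate's cutoff, the mean inhibition of sample wells plus 3 SD, cut at about 27% in these data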;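 also: 0% = acetylcholine EC80 with DMSO and 100% = DMSO without agonist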
# M5 antag: CHRM5 antagonism in calcium assay; P08912; CHO-hM5 cells, Fluo-8 calcium fluorescence, ACh EC80; inhibition, % at 3 µM; 0.59% of 360,000 active;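 active = inhibition above a per-plate cutoff, the mean of that plate's test compounds plus 3 SD, cut at about 27% in these data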;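 also: 0% = acetylcholine EC80 with DMSO and 100% = DMSO without agonist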
# Target sequence (P08912 whole entry, looked up): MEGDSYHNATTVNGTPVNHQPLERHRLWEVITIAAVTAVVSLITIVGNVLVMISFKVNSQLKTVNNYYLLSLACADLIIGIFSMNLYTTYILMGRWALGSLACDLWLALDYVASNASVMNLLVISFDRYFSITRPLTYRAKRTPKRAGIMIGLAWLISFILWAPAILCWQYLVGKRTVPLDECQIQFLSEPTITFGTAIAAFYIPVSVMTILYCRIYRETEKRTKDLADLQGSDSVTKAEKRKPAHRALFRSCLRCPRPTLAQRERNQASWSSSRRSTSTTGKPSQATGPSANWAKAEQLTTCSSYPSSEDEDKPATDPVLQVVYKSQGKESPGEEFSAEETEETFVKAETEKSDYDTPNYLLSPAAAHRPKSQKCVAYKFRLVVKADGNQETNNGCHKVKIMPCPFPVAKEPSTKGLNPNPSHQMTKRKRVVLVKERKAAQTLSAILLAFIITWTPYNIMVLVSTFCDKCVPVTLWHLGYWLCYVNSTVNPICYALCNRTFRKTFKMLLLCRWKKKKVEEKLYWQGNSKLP
# CHRM5 PAM: positive allosteric modulators of human muscarinic M5 receptor; P08912; CHO-K1 hM5, Fluo-8 calcium, ACh EC20 PAM; 0% = ACh EC20, 100% = ACh EC100; activation, % at 3 µM; 0.3% of 360,000 active;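 active = activation above the run cutoff, the mean activation of all test compounds plus 3 SD, cut at about 18% in these data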
#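 system = human M5 receptor in CHO-K1 cells | reagent = EC20 acetylcholine as agonist stimulus | compound dosing = single-point, 3 µM nominal | incubation = Fluo-8 loading 80 min at 37 °C plus 30 min room temperature | detection = Fluo-8 calcium dye fluorescence, kinetic read | benchmarks = low control EC20 acetylcholine (0%), high control EC100 acetylcholine (100%)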
# M5 ag: agonists of human muscarinic M5 receptor (CHRM5); P08912; CHO-K1 hM5 cells, Fluo-8 calcium fluorescence; 0% DMSO wells, 100% maximal acetylcholine response; activation, % at 3 µM; 0.19% of 360,000 active; AID 624037;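 active = activation above the run's mean over test compounds plus 3 SD, cut at about 23% in these data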;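 also: signal is peak over basal fluorescence ratio across the kinetic read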
# CHO-K1 Ca antag: counter-screen for M1 antagonists: effect in parental CHO-K1 cells; ATP-induced calcium, Fluo-8 fluorescence; inhibition, % at 3 µM; 0.6% of 360,000 active;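 active = inhibition above a per-plate cutoff, the plate's mean sample inhibition plus 3 SD, cut at about 24% in these data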;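 also: 0% = DMSO plus EC80 ATP and 100% = DMSO alone without ATP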
# CHO-K1 Ca ag: nonselective activator or artifact in parental CHO-K1 cells. Fluo-8 calcium fluorescence; scaled to maximal ATP response, vehicle zero. activation, % at 3 µM. 0.48% of 360,000 active; in the data active = activation above about 15%;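 also: untransfected CHO-K1 host cells lacking M1 receptor as counterscreen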
# M4 ag: agonists of human muscarinic M4 receptor (CHRM4); activation, % at 3 µM; CHO-K1 hM4/Gqi5, Fluo-8 calcium fluorescence; vehicle 0%, full acetylcholine response 100%; P08173; 0.14% of 360,000 active;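 active = activation above the run mean over all test wells plus 3 SD, cut at about 32% in these data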;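 also: peak over basal fluorescence ratio per well then scaled between controls; 0% = DMSO wells and 100% = acetylcholine at EC100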
# * hit, by the source's call.
SMILES,M4 PAM,CHO-K1 Ca PAM,M4 antag,M5 antag,CHRM5 PAM,M5 ag,CHO-K1 Ca antag,CHO-K1 Ca ag,M4 ag
COc1cccc(NC(=O)N2CCCC2C(=O)NC(C)C)c1 (stereo unspecified),14,23,-1,-5,4,-2,0,4.8,0
CC(NC(=O)c1cc2ccccc2oc1=O)c1ccccc1 (stereo unspecified),-1,-18,-4,13,3,-1,8,1.5,2
O=c1c2ccccc2nc2n1C(CBr)CN2 (stereo unspecified),18,7,-2,-7,3,2,-14,0.6,0
Cc1ccc(N(CC(=O)N2CC(=O)Nc3ccccc32)S(=O)(=O)c2ccc3c(c2)OCCO3)cc1,7,-3,0,11,-8,2,29*,0.3,2
Cn1c(=O)c2ccccc2n(Cc2ccccc2F)c1=O,-3,-4,-5,3,-12,3,-9,4.6,8
COC(=O)/C=C/c1ccc2c(c1)S(=O)(=O)N(c1cccc(OC)c1)[C@H]2CC(=O)OC,1,-7,-5,4,4,2,-12,1.2,6
COc1cc(CNCCc2ccccc2F)ccc1OCC(=O)N1CCCCC1,-2,24,-4,3,3,-7,-1,6.5,1
Cc1ccccc1NS(=O)(=O)c1ccc(C(=O)N2CC(C)OC(C)C2)cc1 (stereo unspecified),14,4,-6,-4,3,5,0,0.8,2
CCOC(=O)Cc1csc(NC(NC(=O)OCC)(C(=O)OCC)C(F)(F)F)n1 (stereo unspecified),4,14,9,-6,-3,1,2,0.3,1
CC(C)c1csc(CN2CCN(CCc3ccccc3)C(CCO)C2)n1 (stereo unspecified),-12,1,3,0,0,-7,-2,-0.2,1
CCOC(=O)c1nnn2c1nc(N(CC)CC)c1ccccc12,-5,17,7,16,-2,-3,-13,0.7,0
COc1cccc(C2C(C(C)=O)=C(O)C(=O)N2Cc2ccco2)c1 (stereo unspecified),7,10,-2,2,-3,0,1,0.2,0
CN(C)c1ccc(C(=O)Nc2nnc(-c3ccc(Cl)cc3)o2)cc1,4,19,-13,-2,0,0,-2,0.4,0
O=C(Nc1ccncc1)c1cc(S(=O)(=O)N2CCOCC2)ccc1Cl,-8,-1,12,6,-10,3,5,0.5,2
Cc1cc(C)c2cc(C#N)c(NCCCNC(=O)CCC(=O)O)nc2c1,9,16,-3,-3,9,-2,-5,0.0,-1
C#CCSc1n[nH]c(-c2ccco2)n1,10,-24,-15,-5,2,-2,2,0.4,1
CC(C)C(=O)Nc1ccc(N2CCCC2)cc1,-13,22,30*,1,1,-2,-2,-0.2,0
Cc1ccccc1NC(=O)NNC(=O)CCc1ccccc1,-2,11,-5,6,-5,-1,-10,0.8,1
CCOC(=O)N1CC=C2C(C#N)=C(N)C(C#N)(C#N)[C@H](c3ccc(OCC)c(OCC)c3)[C@H]2C1,2,15,0,-3,2,2,-1,0.4,-2
O=C(c1ccc(Cl)cc1)N1CCCC(c2ccccc2)=N1,-1,3,-2,6,-7,-1,-14,-0.6,-3
COC(=O)c1c(C)oc(C)c1S(=O)(=O)N1CCOCC1,7,18,-4,-6,8,1,-8,1.3,1
O=C1c2cc([N+](=O)[O-])ccc2-c2cc(Cl)c(NC(=O)C(F)(F)F)cc21,-1,-7,-1,8,-3,3,-1,0.7,1
CCCCN(C(=O)CNC(=O)c1cccs1)C(C(=O)NC1CCCCC1)c1cccnc1 (stereo unspecified),4,2,5,-2,4,0,1,-0.2,1
c1ccc(C[n+]2c(-c3ccccc3)csc2Nc2ccccc2)cc1,-11,21,11,-5,6,0,-7,0.3,0
CC(=O)Nc1ccc(OCC(O)Cn2nc(C)nc2C)cc1 (stereo unspecified),-3,18,11,-13,7,2,-4,0.1,1
CCCCC[C@@H]1C=C(C(=O)O)[C@H](c2ccc(OC)c(OC)c2)N1S(=O)(=O)c1ccc(C)cc1,10,27,-4,2,0,1,-13,0.2,0
CCCS(=O)(=O)N1CCC(C(=O)NCCCOCC)CC1,7,14,-8,-2,4,2,-4,0.2,0
CN(C)S(=O)(=O)c1cccc(COC(=O)CCNC(=O)c2ccc([N+](=O)[O-])cc2)c1,15,-18,-16,-6,-11,1,-16,1.7,5
Cc1cc(=O)n2[nH]c(Nc3cccc(Cl)c3)nc2n1,-7,15,-1,4,1,3,-13,0.6,2
O=C1CCCc2c1[nH]c1ccccc21,16,-4,5,-1,4,0,-1,0.3,1
CCOc1ccccc1C(c1c(O)nc(SC)[nH]c1=O)c1c(O)nc(SC)[nH]c1=O,2,20,6,-9,18,1,-10,1.1,0
Cc1ccc(-n2c(C)nc3c(cnn3-c3ccc(F)cc3)c2=O)cc1C,-8,12,-1,4,-8,2,-3,3.7,4
CCOC(=O)N1CCC2CC1c1cc(-c3cccc(OC)c3)ccc12 (stereo unspecified),-2,8,-5,-15,3,3,-4,-0.1,1
CCOc1ccc(NC(=O)N2CC(C)OC(C)C2)cc1 (stereo unspecified),-3,3,5,-1,1,-4,-10,0.5,1
Cc1ccc2cc3cc(C(=O)NCCC(C)C)oc3nc2c1,8,8,2,6,0,-4,-8,-0.2,2
O=C(Oc1ccc2ccc(=O)oc2c1)c1ccco1,4,1,-1,7,-5,-1,-2,0.5,1

# A run of entries from further up:
SMILES,M4 PAM,CHO-K1 Ca PAM,M4 antag,M5 antag,CHRM5 PAM,M5 ag,CHO-K1 Ca antag,CHO-K1 Ca ag,M4 ag
O=C1c2cc([N+](=O)[O-])ccc2-c2cc(Cl)c(NC(=O)C(F)(F)F)cc21,-1,-7,-1,8,-3,3,-1,0.7,1
CCCCN(C(=O)CNC(=O)c1cccs1)C(C(=O)NC1CCCCC1)c1cccnc1 (stereo unspecified),4,2,5,-2,4,0,1,-0.2,1
c1ccc(C[n+]2c(-c3ccccc3)csc2Nc2ccccc2)cc1,-11,21,11,-5,6,0,-7,0.3,0
CC(=O)Nc1ccc(OCC(O)Cn2nc(C)nc2C)cc1 (stereo unspecified),-3,18,11,-13,7,2,-4,0.1,1
CCCCC[C@@H]1C=C(C(=O)O)[C@H](c2ccc(OC)c(OC)c2)N1S(=O)(=O)c1ccc(C)cc1,10,27,-4,2,0,1,-13,0.2,0
CCCS(=O)(=O)N1CCC(C(=O)NCCCOCC)CC1,7,14,-8,-2,4,2,-4,0.2,0
CN(C)S(=O)(=O)c1cccc(COC(=O)CCNC(=O)c2ccc([N+](=O)[O-])cc2)c1,15,-18,-16,-6,-11,1,-16,1.7,5
Cc1cc(=O)n2[nH]c(Nc3cccc(Cl)c3)nc2n1,-7,15,-1,4,1,3,-13,0.6,2
O=C1CCCc2c1[nH]c1ccccc21,16,-4,5,-1,4,0,-1,0.3,1
CCOc1ccccc1C(c1c(O)nc(SC)[nH]c1=O)c1c(O)nc(SC)[nH]c1=O,2,20,6,-9,18,1,-10,1.1,0
Cc1ccc(-n2c(C)nc3c(cnn3-c3ccc(F)cc3)c2=O)cc1C,-8,12,-1,4,-8,2,-3,3.7,4
CCOC(=O)N1CCC2CC1c1cc(-c3cccc(OC)c3)ccc12 (stereo unspecified),-2,8,-5,-15,3,3,-4,-0.1,1
CCOc1ccc(NC(=O)N2CC(C)OC(C)C2)cc1 (stereo unspecified),-3,3,5,-1,1,-4,-10,0.5,1
Cc1ccc2cc3cc(C(=O)NCCC(C)C)oc3nc2c1,8,8,2,6,0,-4,-8,-0.2,2

# (list continues)
SMILES,M4 PAM,CHO-K1 Ca PAM,M4 antag,M5 antag,CHRM5 PAM,M5 ag,CHO-K1 Ca antag,CHO-K1 Ca ag,M4 ag
CC1CCN(CCCNC(=O)C2CC(=O)N(CCc3ccccc3)C2)CC1 (stereo unspecified),6,18,4,-10,9,-3,-19,0.2,1
Cc1c(Cl)cnc(NC(=O)CSc2nncs2)c1Cl,0,20,5,6,-3,-1,-2,0.3,0
Nc1ncnc(N)c1NC(=O)c1cc(Cl)c(OCc2ccccc2)c(Cl)c1,2,7,2,4,3,2,-6,0.5,1
CSc1sc(C(=O)N(C)C)c2c1S(=O)(=O)N(C)c1ccccc1-2,-22,-2,-1,2,-5,-4,-6,4.4,12
CC(CN1CCCCC1)OC(=O)c1cccc(F)c1 (stereo unspecified),-4,17,-2,5,2,-6,-11,0.1,0
O=C1NCC(COc2ccc([N+](=O)[O-])cc2)O1 (stereo unspecified),1,13,14,18,-3,-2,-4,0.3,0
N#C/C(=C(/O)CN1CCN(c2ccccc2F)CC1)c1nc(-c2ccccc2)cs1,4,11,1,5,-8,-1,3,1.4,2
CCNc1nc(NCC)nc(SCC(C)=O)n1,10,8,-6,-17,4,0,-3,0.8,1
CC1(C)Cc2c(sc(NC(=O)c3ccc(C(=O)c4ccccc4)cc3)c2C(N)=O)C(C)(C)N1,0,-8,10,32*,-8,-6,8,8.1,16
COC(=O)c1ccccc1NC(=O)CSc1nccn1C,0,-4,19,0,0,-3,-14,0.1,0
Cn1nc(C(F)(F)F)c2cc(C(=O)Nc3ccc(F)cc3F)sc21,1,22,2,-1,4,-2,-7,2.0,1
COc1ccc(OCCOC(=O)c2cc(S(=O)(=O)N3CCOCC3)c(Cl)cc2Cl)cc1,-4,-19,-4,13,-21,2,5,6.4,14
Cc1cc(C)n(S(=O)(=O)c2ccc(C(C)(C)C)cc2)n1,-29,-10,29*,-5,-22,-11,12,0.8,1
COCCCN1C2=C(C(=O)CC(C)(C)C2)C(c2ccc(O)c(OC)c2)C2=C1CC(C)(C)CC2=O,1,6,5,12,-5,-1,2,0.3,1
CSc1ccc(CNC(=O)C2(C)CCCN(C(C)=O)C2)cc1 (stereo unspecified),0,-2,1,3,-3,1,2,0.1,0
CCN(CC)S(=O)(=O)c1ccc(O)c(C(=O)OCC(=O)N2CCCc3ccccc32)c1,2,-8,-4,-3,0,-2,1,0.6,3
O=C(NCC1COCCO1)c1cc(COc2ccc(F)cc2F)on1 (stereo unspecified),8,5,-16,10,-6,-6,-16,1.9,2
CCCCN(C(=O)c1c(C)[nH]c(C(=O)OCC)c1C)c1ccccc1,2,-5,12,2,2,-7,0,0.1,0
Cc1ccccc1OCC(=O)Nc1ccc2c(c1)C(=O)N(CCC(=O)O)C2=O,7,-14,-2,3,12,-3,-5,-0.3,0
CN(C)c1ccc(C2C3C(=O)NC(=O)C3ON2c2ccc(Cl)cc2)cc1 (stereo unspecified),0,14,-5,1,5,0,-7,0.1,2
O=c1[nH]c(SCCOc2cccc3ccccc23)nc2ccccc12,5,12,-2,9,-3,0,-4,-0.1,2
CCCNc1c(NC(=O)c2cccs2)c(=O)oc2ccccc12,0,10,3,14,-1,-4,-21,0.5,3
CCc1ccc(OCC(=O)Nc2ccc3c(c2)COC3=O)cc1,-5,-12,-14,-4,-16,-13,-13,2.6,8
Cc1ccc(/C=N/NC(=O)NN(C)c2ncc(C(F)(F)F)cc2Cl)cc1,2,-14,0,11,-2,-3,-4,0.5,0
CC(C)NC(=O)N(C)C[C@H]1Oc2c(NC(=O)Nc3ccccc3)cccc2C(=O)N([C@H](C)CO)C[C@@H]1C,0,10,4,4,-4,4,-14,1.5,9
O=C(CSc1nc(N2CCOCC2)nc(N2CCOCC2)n1)Nc1ccc(Cl)cc1Cl,6,2,-1,17,-2,-5,-4,0.4,0
